Screening data: PubChem, National Center for Advancing Translational Sciences (NCATS)
PTHR1 ag = qHTS for PTHR1 Agonists: Primary Screen | Parathyroid hormone/parathyroid hormone-related peptide receptor (Homo sapiens), Q03431 | HEK293 GP2 PTHR1 cells, GloSensor cAMP luminescence, 1 h | Potency, µM (highest dose often 115 µM), for inactives: at the highest dose activation, actives largely listed as activators | 410,000 tested, 0.075% active; also: nearly all actives have a fitted effect of over 55% in size; some results filed as inactive show a strong effect at the top dose; inactives centre near -15; many of its hits are not listed in these tables
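HEK-293-derived GP2 cells expressing PTHR1 and a GloSensor cAMP reporter, 3,000/well, plated overnight, given luciferin plus IBMX (each 0.5 mM as added) for 1 h at 37 °C, then compound for 1 h at 37 °C. Luminescence was read after 15 min at room temperature.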
EPAC2 antagonist = qHTS for Antagonist of cAMP-regulated guanine nucleotide exchange factor 2 (EPAC2): primary screen | Rap guanine nucleotide exchange factor 4 (Homo sapiens), Q8WZA2 | EPAC2 GEF exchange of Rap1B-BODIPY-GDP, fluorescence | Potency, µM (highest dose often 114 µM), inactives show top-dose activity, negative = inhibition, hits mostly inhibitors | 360,000 tested, 0.18% active | AID 720708, 2013; also: % is scaled to controls: 0 for no effect and ±100 for the full control effect; nearly all actives have a fitted effect of over 45% in size; many of its hits are not listed in these tables
EPAC1 antag = qHTS for Antagonist of cAMP-regulated guanine nucleotide exchange factor 3 (EPAC1): primary screen | EPAC1 GEF assay, Rap1b-BODIPY-GDP exchange fluorescence | Potency, µM (doses to about 115 µM), inactives show at the top dose activity change, negative = inhibition, usual class: inhibitors | 360,000 tested, 0.14% active;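 also: plate controls were vehicle for no effect and positive control for full effect; nearly all actives have a fitted effect of over 50% in size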
Target sequence (O95398 whole entry, looked up): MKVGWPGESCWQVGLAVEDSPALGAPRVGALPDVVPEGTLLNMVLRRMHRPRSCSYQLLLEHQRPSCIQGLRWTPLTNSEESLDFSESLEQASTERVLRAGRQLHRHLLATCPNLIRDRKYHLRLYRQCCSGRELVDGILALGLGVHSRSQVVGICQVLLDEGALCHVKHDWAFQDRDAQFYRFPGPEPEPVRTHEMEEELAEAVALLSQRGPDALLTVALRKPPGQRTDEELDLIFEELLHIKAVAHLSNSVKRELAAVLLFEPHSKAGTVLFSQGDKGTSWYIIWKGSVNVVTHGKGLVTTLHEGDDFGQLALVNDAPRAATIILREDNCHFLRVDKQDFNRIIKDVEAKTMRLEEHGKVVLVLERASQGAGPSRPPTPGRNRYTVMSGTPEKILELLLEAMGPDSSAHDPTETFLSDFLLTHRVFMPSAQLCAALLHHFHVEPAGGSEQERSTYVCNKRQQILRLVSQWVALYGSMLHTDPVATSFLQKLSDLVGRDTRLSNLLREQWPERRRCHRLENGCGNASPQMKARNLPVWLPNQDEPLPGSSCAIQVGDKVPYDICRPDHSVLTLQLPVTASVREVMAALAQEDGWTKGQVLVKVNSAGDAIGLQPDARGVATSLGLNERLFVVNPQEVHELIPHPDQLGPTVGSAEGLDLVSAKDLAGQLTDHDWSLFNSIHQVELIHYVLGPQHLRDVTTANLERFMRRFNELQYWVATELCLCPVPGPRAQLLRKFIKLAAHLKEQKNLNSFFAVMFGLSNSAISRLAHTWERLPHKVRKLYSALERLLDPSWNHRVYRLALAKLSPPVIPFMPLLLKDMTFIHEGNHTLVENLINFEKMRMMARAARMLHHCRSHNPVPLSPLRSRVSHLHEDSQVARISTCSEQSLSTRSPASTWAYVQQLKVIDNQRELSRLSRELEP
aSyn rescue = qHTS of alpha-syn Inhibitors | Yeast expressing alpha-synuclein, growth rescue, BacTiter-Glo, 24 h | Potency, µM (highest dose often 46.1 µM), for inactives: at the top dose growth rescue (activation), usual class: activators | 370,000 tested, 0.14% active | AID 652106, 2013; also: % of control where 0% means no effect; nearly all actives have a fitted effect of over 65% in size
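Rescue of yeast growth: cells expressing toxic alpha-synuclein, induced in galactose at OD600 0.02, incubated with compound 24 h at 30 C. ATP luminescence quantified growth; inhibitors of toxicity appear as activators.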
TDP-43 yeast inh = qHTS of TDP-43 Inhibitors; AID 652104, 2013; Potency, µM (highest dose often 46.1 µM), for inactives: at the highest dose growth rescue (activation), usual class: activators; TDP-43 expressing yeast growth rescue, BacTiter-Glo, 24 h; 410,000 tested, 1.8% active; also: % of control where 0% means no effect; nearly all actives have a fitted effect of over 50% in size
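In this qHTS, compounds that restore growth of yeast expressing TDP-43 appear as activators. Cells (OD600=0.02, galactose medium, raffinose-pregrown) are incubated with compound 24 hr at 30 deg C and growth is quantified by BacTiter-Glo.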
EPAC1 agonist = qHTS for Agonist of cAMP-regulated guanine nucleotide exchange factor 3 (EPAC1): primary screen. EPAC1 agonist qHTS, biochemical assay; response scale: 100% = response to 6.5 mM cAMP. Rap guanine nucleotide exchange factor 3 (Homo sapiens), O95398. 360,000 tested, 0.073% active. Potency, µM (titrated, usually from 154 µM), for inactives: at the highest dose activation, actives largely listed as activators. AID 720707, 2013; also: nearly all actives have a fitted effect of over 60% in size
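EPAC1 100 nM, Rap1B–BODIPY-GDP 250 nM, unlabeled GDP 50 uM; compound titration; 5 min RT; kinetic read ex480/em540 at 5-min intervals ×30 min; data normalized to 6.5 mM cAMP agonist control.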
FUS suppressor = qHTS for Suppressors of FUS Proteinopathy: Primary screen using FUS-linked yeast assay; S. cerevisiae FUS-expressing, growth rescue, OD600, 24 h; Potency, µM (doses to about 76.6 µM), for the others: top-dose growth rescue (activation), most hits filed as activators; 390,000 tested, 0.24% active; AID 1347120, 2019;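 also: plate controls were DMSO vehicle for no effect and reference control for full effect; nearly all actives have a fitted effect of over 55% in size; some results filed as inactive show a strong effect at the top dose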
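Restored growth of FUS-toxic S. cerevisiae, read as 600 nm absorbance after 24 h at 30C in galactose medium (starting OD 0.005). Controls CP55940 and DMSO.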
EPAC2 ag = qHTS for Agonist of cAMP-regulated guanine nucleotide exchange factor 4 (EPAC2): primary screen. Rap guanine nucleotide exchange factor 4 (Homo sapiens), Q8WZA2. EPAC2 activation, biochemical qHTS; response scale: 100% = 6.5 mM cAMP response. Potency, µM (titrated, usually from 154 µM), inactives show top-dose activation, hits mostly activators. 360,000 tested, 0.079% active; also: nearly all actives have a fitted effect of over 50% in size
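Each well held 100 nM EPAC2, 250 nM RAP1B-BODIPY-GDP and 50 uM GDP. Fluorescence, read at 5-min intervals to 30 min, was referenced to a 6.5 mM cAMP positive control.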
* hit, by the source's call; i = inactive; ? = inconclusive; / = no result given; [ ] = dose if it differs, or a comment. Calls follow the shape of the dose curve; as a rule, active = well fitted curve in the direction sought with a large enough effect; inconclusive = small, poorly fitted or top-dose-only effect, or another doubt; inactive = no such curve, though single readings can be large; an effect the other way counts as inactive or inconclusive. Potency is read from the fitted curve at half-maximal effect. This is a subset (hit frequency here may not be typical).

Key to letters – A = PTHR1 ag; B = EPAC2 antagonist; C = EPAC1 antag; D = aSyn rescue; E = TDP-43 yeast inh; F = EPAC1 agonist; G = FUS suppressor; H = EPAC2 ag
CCN1C(=O)c2cccc3c(S(=O)(=O)Nc4ccccc4)ccc1c23
  A = -6%; B = 1%; C = -1%; D = 8%; E = 15%; F = 10%; G = 20%; H = 13%

COC(=O)c1ccc(N2C(c3cccc(OC)c3)=Cc3ccc(F)cc3C2c2c(C)[nH]c3ccccc23)cc1 (centres undefined)
  A = -4%; B = 4%; C = 1%; D = 7%; E = 10%; F = -5%; G = 10%; H = 5%

CC(=O)c1ccc(OC(=O)N(c2ccccc2)c2ccccc2)cc1
  A = -14%; B = -7%; C = -16%; D = 1%; E = 10%; F = 10%; G = -20%; H = 16%

O=c1[nH]c2ccc(NC(=S)NC3CCCCC3)cc2[nH]1
  A = -24%; B = 9%; C = -2%; D = -5%; E = -8%; F = 2%; G = 7%; H = 6%

O=C1[C@H]2CCC=C[C@H]2[C@H](c2cccc(Br)c2)N1Cc1ccccc1
  A = -17%; B = ?; C = -29%; D = -21%; E = 9%; F = 10%; G = 31%; H = 18%

COc1ccc(NC(=O)CN(C)C(=O)CN2C(=O)NC3(CCCC3)C2=O)cc1
  A = i; B = 2%; C = 2%; D = -3%; E = 11%; F = 9%; G = /; H = 0%

CSc1nnc(SCc2nc3sc(C(=O)O)c(C)c3c(=O)[nH]2)s1
  A = i; B = 18%; C = 9%; D = 9%; E = -14%; F = 11%; G = 9%; H = -4%

CCCN(CCC)CCCNC(=O)c1cc2c(=O)n(CC)c3ccccc3c2s1
  A = -1%; B = -11%; C = -10%; D = -1%; E = -16%; F = 2%; G = 25%; H = 4%

COc1ccc(C(C)(C)C)cc1NC(=O)C1C2C=CC(C2)C1C(=O)O (centres undefined)
  A = 10%[57.5 µM]; B = -1%; C = 1%; D = -7%; E = -9%; F = -2%; G = -9%; H = 9%

Cc1cc(S(=O)(=O)Nc2ccc(C(=O)NCc3ccncc3)cc2)ccc1F
  A = i; B = 7%; C = 14%; D = -5%; E = -1%; F = 3%; G = -10%; H = 0%

CC1=C(C(=O)Nc2cccnc2)C(c2ccc(C(C)C)cc2)n2ncnc2N1 (centres undefined)
  A = -1%; B = -5%; C = -7%; D = 0%; E = 26%; F = -9%; G = -15%; H = 1%

COc1cc(C2c3cc4c(cc3OC(NNC(N)=O)C2C)OCO4)cc(OC)c1OC (centres undefined)
  A = ?; B = -10%; C = -12%; D = 1%; E = -13%; F = -2%; G = /; H = 8%

CCOc1ccc(NC(=O)N2CCCC2C(=O)NCc2ccco2)cc1 (centres undefined)
  A = i; B = 14%; C = -22%; D = -2%; E = 1%; F = -1%; G = -3%; H = 3%

C/C=C(/CCC1NCCc2c1[nH]c1ccccc21)[Si](C)(C)C (centres undefined)
  A = -19%; B = -17%; C = -27%; D = 0%; E = 6%; F = -12%; G = /; H = -8%

COc1ccc(-n2c(Cn3c(=O)sc4ccccc43)nnc2SCC(=O)N2CCCCC2)cc1
  A = -29%; B = -8%; C = -13%; D = 7%; E = 2%; F = 1%; G = ?; H = 7%

O=C(CSCc1cc(=O)[nH][nH]1)Nc1ccc(F)cc1
  A = i; B = 4%; C = -18%; D = 0%; E = -5%[9.22 µM]; F = 9%; G = -9%; H = 11%

COc1ccc(N(CC(=O)NCc2ccccc2)C(=O)CCC(=O)Nc2cc(C)ccn2)c(OC)c1
  A = -2%; B = -3%; C = 11%; D = -1%; E = -16%; F = 9%; G = 18%; H = 8%

O=S(=O)(c1ccccc1Oc1ccc(Cl)cc1Cl)N1CCCCC1
  A = i; B = -24%; C = -1%; D = -11%; E = 1%; F = 3%; G = -10%; H = 3%

N#Cc1ccc(Oc2cccnc2)cc1C#N
  A = i; B = 8%; C = 2%; D = 1%; E = -11%; F = 11%; G = 19%; H = -2%

COc1ccc(-c2cc(C(F)(F)F)n3nc(C(=O)NCc4ccco4)c(Cl)c3n2)cc1
  A = -20%; B = 12%; C = 20%; D = 1%; E = 14%; F = 9%; G = 28%; H = 7%

O=S(=O)(NC1CCCC1)c1ccc(Br)s1
  A = i; B = -2%; C = 1%; D = 7%; E = 29%; F = 8%; G = -3%; H = 6%

O=C(NCCCN1CCCC1=O)c1cccc(S(=O)(=O)Nc2ccc(F)cc2)c1
  A = -20%; B = 0%; C = 0%; D = -3%; E = 3%; F = 3%; G = /; H = 4%

CCc1n[nH]c(=S)n1/N=C/c1c(C)nn(-c2ccccc2)c1Cl
  A = i; B = 6%; C = 8%; D = -7%; E = 11%; F = -3%; G = 10%; H = -7%

Cc1cccc(N2C(=O)N(c3ccccc3C)C3CS(=O)(=O)CC32)c1 (centres undefined)
  A = i; B = 6%; C = -7%; D = -11%; E = -1%; F = -1%; G = -24%; H = 7%

O=C(CCC(=O)NC12CC3CC(CC(C3)C1)C2)NC1CCCCC1
  A = -1%; B = 6%; C = 15%; D = -2%; E = -2%; F = 11%; G = -1%; H = 0%

CCCNC(=O)N1CCN(c2ncccn2)CC1
  A = -7%[57.5 µM]; B = 6%; C = 0%; D = 7%; E = -5%; F = -5%; G = -10%; H = 1%

O=C(COC(=O)c1cc(=O)[nH]c2ccccc12)Nc1ccc(Cl)cn1
  A = -4%; B = 12%; C = 17%; D = 4%; E = 6%; F = -7%; G = -7%; H = 8%

Cc1ccc2c(c1)Sc1ccccc1CC2=O
  A = 0%[57.5 µM]; B = -4%; C = -8%; D = 1%; E = -14%; F = 29%; G = -10%; H = 20%

C=CCS/C(N)=N\N=C\c1cc(Br)cc([N+](=O)[O-])c1O
  A = -25%; B = -19%; C = -22%; D = 0%; E = ?; F = 5%; G = 29%; H = -11%

O=C1C=CC(=O)N1c1cccc(-c2ccccc2)c1
  A = i; B = -3%; C = ?; D = -77%[inhibitor]; E = -92%[inhibitor]; F = -5%; G = -3%; H = 3%

Pulled one by one from the entries so far:
Key to letters – A = PTHR1 ag; B = EPAC2 antagonist; C = EPAC1 antag; D = aSyn rescue; E = TDP-43 yeast inh; F = EPAC1 agonist; G = FUS suppressor; H = EPAC2 ag
COc1ccc(-c2cc(C(F)(F)F)n3nc(C(=O)NCc4ccco4)c(Cl)c3n2)cc1
  A = -20%; B = 12%; C = 20%; D = 1%; E = 14%; F = 9%; G = 28%; H = 7%

Cc1cc(S(=O)(=O)Nc2ccc(C(=O)NCc3ccncc3)cc2)ccc1F
  A = i; B = 7%; C = 14%; D = -5%; E = -1%; F = 3%; G = -10%; H = 0%

The list continues.
Key to letters – A = PTHR1 ag; B = EPAC2 antagonist; C = EPAC1 antag; D = aSyn rescue; E = TDP-43 yeast inh; F = EPAC1 agonist; G = FUS suppressor; H = EPAC2 ag
CCOc1cc(NC(=O)C2CCCO2)c(OCC)cc1NC(C)=O (centres undefined)
  A = i; B = -3%; C = -4%; D = -16%; E = 19%; F = 0%; G = 14%; H = 11%

O=[N+]([O-])c1ccccc1NCc1c(O)ccc2ccccc12
  A = -31%[inhibitor]; B = ?; C = -6%; D = 12%; E = ?; F = -5%; G = -28%; H = 8%

O=C(NCc1ccccc1)c1ccc(S(=O)(=O)N2CCCc3ccccc32)cc1
  A = -17%[57.5 µM]; B = -7%; C = -20%; D = 23%; E = 0%; F = 15%; G = 31%; H = 21%

CCCN1CCN(C(c2cc3cc(OCC)ccc3[nH]c2=O)c2nnnn2C2CCCCC2)CC1 (centres undefined)
  A = i; B = -6%; C = -2%; D = -1%; E = -23%; F = 7%; G = 6%; H = 9%

C#CCOCCOCCOCCNc1nc(N2CCN(C(=O)[C@H](C(C)C)n3cc(CCO)nn3)CC2)nc(N2CCN(C(=O)[C@H]([C@@H](C)CC)n3cc(CCC(=O)O)nn3)CC2)n1
  A = -21%; B = 13%; C = -2%; D = -5%; E = -10%; F = -14%; G = 39%; H = 3%

O=C(NC1CCCC1)C(c1cc2c(cc1[N+](=O)[O-])OCO2)N1CCCC1 (centres undefined)
  A = -12%; B = 14%; C = -4%; D = 0%; E = -13%; F = -3%; G = 34%; H = 5%

COc1ccccc1-n1cc(-c2ccccc2)[nH]c1=S
  A = -18%; B = -6%; C = 3%; D = -3%; E = 0%; F = 9%; G = -9%; H = 3%

O=c1oc(Nc2ccc(F)cc2)nc2ccccc12
  A = -13%[57.5 µM]; B = -2%; C = -9%; D = -10%; E = -28%; F = 12%; G = 19%; H = 6%

O=C(NCCS(=O)(=O)NCc1cccnc1)c1ccccc1
  A = -16%; B = -22%; C = 6%; D = 2%; E = 13%; F = 5%; G = -4%; H = -1%

NNC(=O)Cn1nnc(-c2ccc(C(F)(F)F)cc2)n1
  A = i; B = 0%; C = 1%; D = -2%; E = 8%; F = -5%; G = 1%; H = 3%

CCOC(=O)Cc1cc(=O)n2[nH]c(C)c(-c3ccc(Cl)cc3)c2n1
  A = i; B = -3%; C = -1%; D = 5%; E = -4%; F = -1%; G = 23%; H = -23%

S=c1sc2c(N3CCN(Cc4ccccc4)CC3)ncnc2n1-c1ccccc1
  A = -38%[inhibitor]; B = 3%; C = 5%; D = -13%; E = 10%; F = 1%; G = -12%; H = 7%

Cc1cc(C)n(-c2nc3ccccc3nc2N2CCOCC2)n1
  A = -8%; B = 6%; C = -3%; D = 1%; E = 0%; F = 7%; G = -25%; H = 7%

CCCCOCCCNC(=O)C[C@@H]1C[C@@]2(C(=O)OC)CCCCC=C2N(Cc2cccc3ccccc23)C1=O
  A = i; B = -13%; C = ?; D = ?; E = 25%; F = -8%; G = ?; H = 8%

CC1(Cc2ccccc2C#N)C(=O)Nc2ccc(-c3ccccc3)cc21 (centres undefined)
  A = -64%[inhibitor]; B = ?; C = -11%; D = 4%; E = ?; F = 4%; G = ?; H = 15%
